SKN-1 block: inhibitors of C. elegans SKN-1; C. elegans VP596 Pgst-4::GFP/RFP ratio, acrylamide-induced, 24 h; inhibition, % at 21.8 µM; 0.49% of 360,000 active;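 active = interference check ratio from 0.5 to 1.5 plus GFP to RFP signal ratio inhibition reaching or exceeding a fixed threshold, cut at about 30% in these data, passing the limit was not always enough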; note: some compounds called inactive have numbers as strong as hits
Neddylation inh: inhibitors of human cullin neddylation; P61081+Q13564; TR-FRET cullin neddylation, biochemical; calls only at 25 µM; 0.58% of 360,000 active; in the data active = inhibition above about 36%
Target sequence (P61081 whole entry, looked up): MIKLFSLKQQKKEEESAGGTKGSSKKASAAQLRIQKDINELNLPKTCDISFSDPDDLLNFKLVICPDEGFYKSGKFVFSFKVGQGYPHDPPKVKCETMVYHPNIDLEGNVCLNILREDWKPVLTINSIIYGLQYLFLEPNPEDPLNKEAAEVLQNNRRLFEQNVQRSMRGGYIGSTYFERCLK
Target sequence (Q13564 whole entry, looked up): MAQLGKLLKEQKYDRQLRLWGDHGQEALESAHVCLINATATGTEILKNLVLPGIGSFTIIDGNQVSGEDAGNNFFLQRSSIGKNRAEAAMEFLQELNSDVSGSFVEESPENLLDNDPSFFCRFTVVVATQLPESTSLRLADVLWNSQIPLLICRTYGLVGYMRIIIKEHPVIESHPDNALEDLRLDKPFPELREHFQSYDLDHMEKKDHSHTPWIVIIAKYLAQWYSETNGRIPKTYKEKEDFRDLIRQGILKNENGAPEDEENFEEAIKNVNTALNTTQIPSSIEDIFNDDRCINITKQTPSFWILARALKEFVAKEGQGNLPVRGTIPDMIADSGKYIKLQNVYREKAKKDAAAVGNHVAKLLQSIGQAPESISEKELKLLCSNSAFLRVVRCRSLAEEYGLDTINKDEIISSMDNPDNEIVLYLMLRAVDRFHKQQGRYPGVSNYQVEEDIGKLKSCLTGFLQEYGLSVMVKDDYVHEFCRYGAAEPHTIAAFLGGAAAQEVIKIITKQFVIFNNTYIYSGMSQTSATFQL
Scp1 inh: Scp-1 (human) phosphatase inhibition; AID 493091; inhibition, % at 20 µM; Recombinant Scp1, phosphopeptide, malachite green phosphate absorbance; 0.88% of 340,000 active; Q9GZU7;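 active = inhibition above about 50% at 20 µM, limit read from the data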;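 note: plate controls were DMSO wells with enzyme for no effect and wells lacking enzyme for full effect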
Target sequence (Q9GZU7 76-261 limits assumed): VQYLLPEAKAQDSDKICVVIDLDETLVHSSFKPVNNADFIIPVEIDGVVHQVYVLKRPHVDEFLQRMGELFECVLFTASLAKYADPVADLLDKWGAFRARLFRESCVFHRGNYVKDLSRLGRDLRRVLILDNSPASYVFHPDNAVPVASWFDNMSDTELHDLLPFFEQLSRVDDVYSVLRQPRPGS
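Times: enzyme reaction 45 min at room temperature, colour 5 min, stabilisation 30 min. Material: SCP-1 catalytic fragment, aa 76-261. Medium: Acidic Tris acetate buffer with magnesium and detergent. Signal: colorimetric free-phosphate detection, absorbance 630 nm. Read-out basis: % inhibition of SCP-1 phosphate liberation. Reagent: Phosphorylated 17-residue peptide substrate.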
SUMO1 PPI mod: alters human SUMO1 binding to SIM partners | P63165 | SUMO1 binding to a labelled peptide, TR-FRET, 1 h | inhibition, % at 20 µM | 0.33% of 360,000 active | AID 602429; in the data active = inhibition above about 37%
DNMT1 block: DNMT1 (human) enzyme inhibition; DNMT1 molecular beacon, Hinp1I cleavage, fluorescence; inhibition (reported as % activation of signal), % at 10 µM; 0.83% of 360,000 active; in the data active = inhibition above about 50%
NRP1-CendR mod: modulators of CendR peptide binding to human neuropilin-1. AID 602438. inhibition, % at 25 µM. 0.85% of 360,000 active. FAM-RPARPAR peptide binding to NRP-1, fluorescence polarization;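 active = inhibition or corrected inhibition above about 18%, plus a signal ratio from 0.5 to 1.5, limit read from the data, passing the limit was not always enough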; note: strong numbers were not always called active
Tb MetRS inh: Trypanosoma brucei MetRS inhibition. inhibition, % at 11.9 µM. AID 624268. 0.4% of 360,000 active. purified T. brucei MetRS, ATP depletion, Kinase-Glo luminescence;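 active = inhibition above a per-plate cutoff of the control wells' mean inhibition plus 3 SD, cut at about 5.5% in these data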;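 note: 0% = DMSO wells median and 100% = median of wells with control inhibitor compound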
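Test system: purified T. brucei MetRS enzyme. Also added: ATP, methionine and E. coli bulk tRNA substrates. Compound: 11.9 µM single point. Schedule: 15 min enzyme-compound preincubation, 2 h reaction, 10 min detection, 25 °C. Signal: luciferase luminescence of residual ATP, Kinase-Glo. Evaluation: percent inhibition versus plate control medians. Controls: DMSO wells, low control.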
NadD inh: blocks S. aureus nicotinate mononucleotide adenylyltransferase; purified NadD enzyme, colorimetric absorbance read-out; inhibition, % at 20 µM; 0.78% of 360,000 active; AID 602399; in the data active = inhibition above about 26%; note: some compounds past the cut are filed as inactive
LMPTP block: blocks human LMPTP phosphatase | P24666 | recombinant LMPTP-A, OMFP fluorogenic substrate, fluorescence intensity | inhibition, % at 20 µM | 0.22% of 360,000 active | AID 651560;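 active = compounds that cut the enzyme signal by at least half of the control window in the single-dose screen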;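 note: plate controls were DMSO wells with enzyme plus substrate for no effect and substrate without enzyme for full effect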
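Buffer or medium: Bis-Tris pH 6.0, DTT, detergent; Assay system: LMPTP-A enzyme; Quantity: 0.625 nM enzyme; Detection: endpoint fluorescence intensity; Times: 50 min dark incubation at room temperature; Controls: substrate-only low control, DMSO enzyme-plus-substrate high control; Doses: single 20 µM dose; Read-out: percent inhibition versus substrate-only and uninhibited controls; Reagent: 400 µM OMFP.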
STEP inh: inhibitors of human striatal-enriched phosphatase STEP. P54829. recombinant STEP, OMFP fluorogenic substrate, fluorescence. inhibition, % at 20 µM. 0.25% of 360,000 active;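 active = inhibition at 20 µM, scaled per plate between control wells, above about 37%, limit read from the data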;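 note: 0% = DMSO with enzyme and substrate and 100% = substrate only without enzyme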
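Material: STEP (striatal-enriched tyrosine phosphatase) enzyme, cell-free; Compound dosing: 20 µM single dose in 1% DMSO; Technique: fluorescence read at 480 nm ex / 540 nm em; Times: reaction 20 min, ambient temperature; Medium: 50 mM Bis-Tris pH 6.0 with 2.5 mM DTT and 0.005% Tween 20; Also added: OMFP at 25 µM.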
An asterisk follows results filed as active; i = inactive; . = no result given; + = active, no number.

smiles,SKN-1 block,Scp1 inh,SUMO1 PPI mod,Neddylation inh,LMPTP block,STEP inh,NadD inh,NRP1-CendR mod,Tb MetRS inh,DNMT1 block
CC(C)NC(=O)C1(C)CN(S(C)(=O)=O)CC(=O)N1Cc1ccco1 (centres undefined),1,.,-2,i,-1.1,.,.,-2,-0.2,.
Cc1nnc(N2CCOCC2)c2nn(-c3cccc(Cl)c3)c(C)c12,11,1,2,i,0.7,-4,2,-64,-1.2,6
CCOC(=O)N1CCN(c2c(F)cc3[nH]c(=S)[nH]c3c2Br)CC1,5,14,2,i,0.1,1,7,-6,0.0,-6
COc1cccc(C2c3[nH]c4ccccc4c3C[C@H]3C(=O)N(c4ccccc4C(=O)N4CCC(C(=O)O)CC4)C(=O)N23)c1 (some centres undefined),-3,-1,4,i,-1.7,5,9,0,1.8,-1
CCCCN(C(=O)CNC(=O)c1cccs1)C(C(=O)NC1CCCCC1)c1cccnc1 (centres undefined),-13,-8,2,i,-0.4,0,-4,6,0.0,-2
O=C(C(c1ccccc1)c1ccccc1)N1CCN(Cc2ccccn2)CC1,7,-5,0,i,-3.6,-2,-1,0,-1.8,-1
Oc1ccc(C=NN=C2c3ccccc3-c3ccccc32)c(O)c1,18,-5,-8,i,4.5,-3,1,-79,-0.3,-44
CC(=O)NC12CC3CC(C1)CC(C(=O)OCC(=O)c1ccc4c(c1)OCCO4)(C3)C2,-1,-2,5,i,-0.5,-2,-3,3,-0.2,-1
Cc1occc1C(=O)Nc1cccc(/C=C/C(=O)O)c1,-15,20,14,i,0.8,2,1,-20,-0.2,33
COc1ccccc1N1CCN(c2cc(=O)n(Cc3ccc(F)cc3)c(=O)[nH]2)CC1,-11,-9,7,i,-1.5,3,1,-5,0.2,0
O=C1[C@@H](Oc2ccccc2)[C@@H](c2ccccc2)N1c1cccnc1,2,-14,4,i,-0.3,-3,-1,-3,-1.3,-2
Cc1ccc(CNC(=O)C(CCC(N)=O)NC(=O)OCc2ccccc2)cc1 (centres undefined),2,-12,1,i,-2.4,-4,-6,4,-0.6,7
O=c1[nH]c(=S)[nH]c2c1C(c1ccc(F)cc1)OC(C1CCCCC1)C2 (centres undefined),12,.,1,i,-1.5,2,2,0,-1.1,-4
CCc1ccccc1NC(=O)CN1CCN(C(=O)CN2C(=O)NC3(CCCC3)C2=O)CC1,-1,-4,-4,i,-1.8,4,-1,4,-0.4,-2
CCCCn1c(N)c(N(CCOC)C(=O)c2ccc(N3C(=O)c4ccccc4C3=O)cc2)c(=O)[nH]c1=O,1,-10,-29,i,-0.9,4,-7,0,-0.3,2
Cc1cccnc1NC(=O)Cn1nc(-c2ccccc2)oc1=S,11,3,-2,i,0.4,-1,-5,-6,-0.7,2
CCOC(=O)C1C(CC)NC(=S)NC1(C)O (centres undefined),-9,1,2,i,-1.0,-5,-7,-2,-1.1,-1
CN(C)CCC(=O)C(Cc1ccccc1)c1ccccc1 (centres undefined),-13,4,-5,i,-2.3,0,-1,0,-0.7,3
C/C(CC(=O)NCc1ccco1)=N\NC(=O)COc1ccc(C)cc1,4,-4,2,i,0.5,1,-3,4,-1.1,-1
C=CCNC(=S)N/N=C/c1cn(C)c2ccccc12,20,-7,-6,i,2.3,-2,-1,12,-0.6,-7
Cc1ccc(OC(=O)CCC(=O)Oc2ccc(C)cc2C)c(C)c1,-7,-10,-1,i,1.4,2,-1,20,-0.1,18
CC(O)(c1cccc(F)c1)c1nc(-c2csc3ccccc23)cs1 (centres undefined),32,.,-6,i,2.5,-6,-13,-18,-0.2,-16
C=CCn1c(CSCc2ccccc2)nnc1SCC(=O)NCc1ccccc1,3,-13,-3,i,-1.3,-3,3,16,-0.4,-2
CC(C)c1nnc(SCC(=O)NCc2ccco2)n1C,-6,3,0,i,-0.8,4,4,7,-1.3,8
N=c1c(S(=O)(=O)c2ccccc2)cc2c(=O)n3ccccc3nc2n1Cc1ccco1,-7,23,4,.,7.0,3,16,-23,0.3,3
COc1ccc(C(=O)N/N=C/c2cc3ccccc3[nH]c2=O)cc1,-2,-10,-14,.,1.5,-2,0,-7,0.8,2
Cc1cc(NC(=O)CC2Oc3ccccc3NC2=O)ccc1Br (centres undefined),-3,-12,1,i,0.3,-1,-6,0,-0.1,7
CCCCN(C)S(=O)(=O)c1ccc(C(=O)N=c2sc3cc(NC(C)=O)ccc3n2C)cc1,-9,6,0,i,-2.5,-2,2,-4,-1.2,32
CCOc1ccc(C(CC(=O)O)NC(=O)COc2ccccc2OC)cc1OC (centres undefined),5,-3,0,i,-0.7,2,-3,10,0.4,0
CCOc1ccc(NC(=O)C2CCCN(S(=O)(=O)c3ccc4[nH]c(=O)ccc4c3)C2)cc1 (centres undefined),-2,-6,-2,i,0.7,7,0,8,-0.3,25
NC(CC(=O)NC(c1ccccc1)(c1ccccc1)c1ccccc1)C(=O)O (centres undefined),-5,-7,1,i,-1.5,-2,4,0,-0.4,1
Cc1cn(CC(=O)NCc2nc3ccccc3[nH]2)c(=O)[nH]c1=O,2,.,8,i,-1.9,.,-4,1,0.5,.
Cc1cc(-c2nn(-c3ccccc3)cc2/C=C2\SC(N)=NC2=O)ccc1OC(C)C,16,-2,-7,+,0.7,0,35*,-3,0.0,-18
CCOC(=O)Cc1csc(NC(=O)CCS(=O)(=O)Cc2ccccc2)n1,-4,-3,0,i,-2.5,0,-2,12,-1.0,-3
CCOC(=O)C1CCCN(c2nc3ccccc3nc2NS(=O)(=O)c2ccc(C)cc2)C1 (centres undefined),1,-8,10,+,1.8,4,-4,4,0.2,1
CNC(=O)c1sc(-c2cccnc2)nc1C,3,-2,-4,i,-1.7,0,-3,0,-0.6,3
O=C(Nc1ccccc1[N+](=O)[O-])C1C(c2ccccc2)=C1c1ccccc1,27,-19,-12,i,3.4,2,-2,6,0.5,-1
COc1ccc(/C=C/c2nc(C#N)c(NCCN(C)C)o2)cc1OC,20,-5,-15,.,-3.4,2,-8,1,-0.1,0
Cc1[nH]n(-c2ccccc2)c(=O)c1/C=N/N1C(=O)c2cccc3cccc(c23)C1=O,7,-5,-1,i,1.6,3,16,-14,0.5,-1
O=C(NCCOC(=O)c1ccc(S(=O)(=O)N2CCOCC2)cc1)c1cccnc1,2,-2,0,i,-2.9,-7,-5,8,-0.2,-2
CCCN(CC(=O)Nc1ccccc1C)C(=O)c1cc(C)oc1C,9,4,-3,i,0.0,-2,4,-1,-0.4,6
COc1ccc2[nH]c(=O)c(CN(Cc3ccco3)C(=O)c3ccccc3)cc2c1,13,-8,6,i,-0.2,2,0,6,0.4,8
CSc1ncccc1C(=O)OCC(=O)N(C)c1c(N)n(Cc2ccccc2)c(=O)[nH]c1=O,-15,-3,4,i,-0.4,-1,1,15,0.1,3
CCC(C)C1C(C#N)=C(N)Oc2n[nH]c(-c3ccccc3)c21 (centres undefined),5,-13,8,i,3.4,0,-3,-8,0.8,-6
COc1cc(C(=O)NCC(=O)n2nc(C)cc2C)cc(OC)c1OC,-13,-4,0,i,-1.5,-3,0,-2,0.0,1
Cn1c(SCC(=O)N2CCCCC2)nc2c(c1=O)SCC2,-13,-1,-3,i,-0.8,5,3,6,-0.1,3
CCOc1ccc(N=Cc2c(O)cc(C)oc2=O)cc1,-16,-2,-23,i,-0.8,-3,-7,6,-0.4,-1
COC(=O)C1=NN(C(=O)c2ccc(Cl)cc2)C(O)(c2ccccc2)C1 (centres undefined),3,-2,-4,i,0.0,3,2,-2,-0.2,-3
COC(=O)c1ccc(COC(=O)c2ccccc2OC)cc1,10,-6,0,i,0.1,1,-1,5,0.1,1
COc1cccc(C(=O)O/N=C(\N)c2ccncc2)c1,-1,-3,2,i,1.0,0,-1,12,-1.9,-1
N#Cc1c2c(c(NCCN3CCOCC3)n3c1nc1ccccc13)CCCC2,7,-2,-8,.,0.0,0,4,1,0.2,-1
CC12CCC(=O)N1C(C(=O)Nc1nnc(SCc3ccc(F)cc3)s1)CS2 (centres undefined),9,-5,6,i,0.6,0,3,5,-0.2,-2
Cc1ccc(S(=O)(=O)/N=C2\C=C(Nc3cccc(C(=O)O)c3)C(=O)c3ccccc32)c(C)c1,27,-4,33,i,6.5,4,7,38*,0.2,43
COc1ccccc1NC(=S)N(CCc1c(C)[nH]c2ccccc12)Cc1cccs1,11,-6,3,i,1.3,-1,8,-22,-0.9,-9
COc1ccc(-c2cc(C#N)nc(Cl)n2)cc1,-1,-7,-26,i,0.1,0,-1,-1,-0.1,1
Nc1cc(C(=O)OCC(=O)NCCCc2ccccc2)ccc1Cl,-11,4,-6,i,2.3,-3,3,9,9.0*,4

Assay outcomes: PubChem BioAssay, several laboratories
